High-throughput results (PubChem BioAssay)
LAP4-GFP MLPCN – modulators of LAP4-GFP expression in yeast, primary screen, S. cerevisiae, multiplex flow cytometry, MLPCN library; 320,000 compounds, 0.34% hits; 3 h; median GFP as percent of DMSO wells; GFP response vs DMSO, % at 10 µM;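 active = GFP response vs DMSO above a set limit, about the screen mean plus 3 SD, cut at about 150% in these data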
proCasp3 act – activators of human procaspase-3 D3A mutant, primary screen, biochemical, absorbance, PC-3 D3A mutant, single concentration | Caspase-3 (Homo sapiens), P42574 | recombinant procaspase-3 D3A, Ac-DEVD-pNA absorbance 405 nm | activation, % at 8.5 µM | 330,000 compounds, 0.11% hits;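 active = activation above the mean of all tested compounds plus 3 SD, cut at about 21% in these data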;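 note: 0% = DMSO alone and 100% = DMSO wells spiked with extra 5 µM PC-3 D3A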
Target sequence (P42574 whole entry D9A/D28A/D175A): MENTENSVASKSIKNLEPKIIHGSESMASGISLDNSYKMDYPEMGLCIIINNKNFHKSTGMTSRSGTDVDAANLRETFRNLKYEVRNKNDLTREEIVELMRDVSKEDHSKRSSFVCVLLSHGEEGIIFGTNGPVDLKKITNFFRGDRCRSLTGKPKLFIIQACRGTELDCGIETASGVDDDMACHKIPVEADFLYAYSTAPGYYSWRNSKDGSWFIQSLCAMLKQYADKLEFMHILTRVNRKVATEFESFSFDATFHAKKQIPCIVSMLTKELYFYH
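Evaluation: percent activation relative to control range; Material: Procaspase-3 D3A mutant, all three cleavage aspartates alanine; Compound: single dose, 8.5 µM nominal compound, 0.8% DMSO; Replication: one well per compound; Signal: absorbance at 405 nm, 0 and 120 min; Schedule: 1 h preincubation plus 2 h reaction at 25 °C.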
procasp7 counter – procaspase-7 activators, primary screen, counter-screen for procaspase-3 activator project, biochemical, absorbance, HTS, human | AID 463210, 2010 | 330,000 compounds, 0.093% hits | activation, % at 8.5 µM | Caspase-7 (Homo sapiens), P55210 | recombinant procaspase-7, Ac-DEVD-pNA absorbance 405 nm; D23A/D198A/D206A triple mutant, cannot self-cleave; scale: DMSO 0, 5 µM enzyme 100;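 active = percent activation above the screen-wide mean plus 3 SD, cut at about 25% in these data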
Target sequence (P55210 whole entry D23A/D198A/D206A): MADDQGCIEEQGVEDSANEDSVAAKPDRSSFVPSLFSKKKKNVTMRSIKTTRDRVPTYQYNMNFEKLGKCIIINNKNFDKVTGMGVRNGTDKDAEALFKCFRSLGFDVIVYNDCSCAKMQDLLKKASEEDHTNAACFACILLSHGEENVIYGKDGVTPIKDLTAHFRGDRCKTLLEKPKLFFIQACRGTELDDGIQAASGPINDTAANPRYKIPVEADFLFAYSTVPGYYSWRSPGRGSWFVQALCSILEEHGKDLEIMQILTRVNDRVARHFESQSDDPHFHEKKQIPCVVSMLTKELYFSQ
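Detection: p-Nitroaniline absorbance at 405 nm, read at 0 and 120 min; system: Uncleavable procaspase-7 mutant enzyme; evaluation: % activation from two-timepoint absorbance difference, scaled to controls; times: 1 h enzyme–compound preincubation and 2 h substrate reaction, both 25 °C; buffer or medium: Zinc-free HEPES pH 7.4 with 300 mM NaCl, 0.01% Triton X-100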
Yeast superoxide – reduction of superoxide in aged yeast, primary screen, HTS; S. cerevisiae aged cells, superoxide DHE fluorescence; hits give low values; superoxide response (% of plate mean), % at 10 µM; 330,000 compounds, 0.18% hits;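 active = superoxide response under a set limit, about three screen SD below normal, cut at about 65% in these data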;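 note: yeast aged for seven days with compound at 30 °C before DHE staining; 100% = average MFI of all compound-treated wells on the plate with controls excluded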
AHR act – AHR activators, primary screen, cell-based, luminescence, luciferase reporter, human; 320,000 compounds, 2.5% hits; activation, % at 5 µM; AHR-responsive luciferase reporter cells; in the data active = activation above about 47%;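 note: 0% = vehicle wells and 100% = reference agonist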
RPL19A TOR yeast – RPL19A-GFP expression modulators in yeast, primary screen, cell-based, S. cerevisiae, multiplex flow cytometry, MLPCN. S. cerevisiae RPL19A-GFP strain, 3 h; hits give low values. percent response vs DMSO, % at 10 µM. 330,000 compounds, 0.3% hits;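 active = percent response vs DMSO below 50%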;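 note: median channel GFP fluorescence of the barcoded RPL19A-GFP strain; ratio of sample median GFP to plate DMSO average so 100% = DMSO; lower means less RPL19A-GFP as with rapamycin TOR inhibition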
MEP2-GFP yeast – modulators of MEP2-GFP levels in yeast, primary screen, S. cerevisiae, multiplex flow cytometry, MLPCN library | 330,000 compounds, 0.51% hits | GFP response vs DMSO, % at 10 µM | S. cerevisiae MEP2-GFP strain, 3 h; 100% = DMSO control level;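 active = GFP response versus DMSO above a set limit, roughly screen mean plus 3 SD, cut at about 180% in these data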;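 note: median GFP fluorescence of the barcode-gated MEP2-GFP cells per well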
GASC-1 inh – inhibitors of GASC-1 histone demethylase, primary screen, biochemical, fluorescence, DELFIA europium | Lysine-specific demethylase 4C (Homo sapiens), Q9H3R0 | GST-JMJD2C(1-420) H3K9me3 demethylation | inhibition, % at 2.35 µM | 330,000 compounds, 0.069% hits;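 active = more than half of a compound's replicate wells show inhibition beyond 50%, single wells judged on their own value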;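 note: signal counts dimethyl H3K9 product captured on neutravidin plate; 0% = median of DMSO wells and 100% = 0.3 times that DMSO median; strong numbers were not always called active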
Target sequence (Q9H3R0 1-420 limits assumed): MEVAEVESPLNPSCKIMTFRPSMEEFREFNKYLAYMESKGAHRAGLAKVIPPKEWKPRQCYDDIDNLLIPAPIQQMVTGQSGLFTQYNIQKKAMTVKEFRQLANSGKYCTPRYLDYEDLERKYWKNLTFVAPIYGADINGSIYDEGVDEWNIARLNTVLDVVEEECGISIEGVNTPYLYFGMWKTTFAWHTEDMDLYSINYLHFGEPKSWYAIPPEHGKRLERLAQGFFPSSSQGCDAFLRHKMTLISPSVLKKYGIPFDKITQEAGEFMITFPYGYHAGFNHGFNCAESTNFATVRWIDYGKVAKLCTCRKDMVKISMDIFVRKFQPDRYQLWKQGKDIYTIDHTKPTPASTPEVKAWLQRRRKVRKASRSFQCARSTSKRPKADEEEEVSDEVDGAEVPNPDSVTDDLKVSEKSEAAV
Numbers without * were called inactive. Hits appear at their usual frequency. Share with any hit: about 3.8%.

Preview, 5 compounds:
Results for c1ccc(CCc2cn(C[C@H]3CC[C@@H]([C@@H]4CC[C@H](Cn5cc(CCc6ccccc6)nn5)O4)O3)nn2)cc1 ?
LAP4-GFP MLPCN: 105; proCasp3 act: 0; procasp7 counter: -4; Yeast superoxide: 97; AHR act: 1; RPL19A TOR yeast: 93; MEP2-GFP yeast: 90; GASC-1 inh: -3

What do the screens show for `O=C(COC(=O)[C@@H]1CC(O)CN1S(=O)(=O)c1ccc([N+](=O)[O-])cc1)NC12CC3CC(CC(C3)C1)C2` (some centres undefined)?
LAP4-GFP MLPCN: 100; proCasp3 act: 2; procasp7 counter: -4; Yeast superoxide: 113; AHR act: 1; RPL19A TOR yeast: 106; MEP2-GFP yeast: 107; GASC-1 inh: 4

What do the screens show for `COc1ccccc1N1CCN(C(=O)CCC(=O)Nc2nnc(CC(C)C)s2)CC1`?
LAP4-GFP MLPCN: 94; proCasp3 act: -8; procasp7 counter: -16; Yeast superoxide: 82; AHR act: -2; RPL19A TOR yeast: 103; MEP2-GFP yeast: 103; GASC-1 inh: -2

What do the screens show for `COc1cc(OC)cc(C(=O)Nc2nc(CC(=O)NC(C)c3ccccc3)cs2)c1` (centres undefined)?
LAP4-GFP MLPCN: 111; proCasp3 act: 16; procasp7 counter: 5; Yeast superoxide: 88; AHR act: 12; RPL19A TOR yeast: 96; MEP2-GFP yeast: 102; GASC-1 inh: -4

How did NC1=NC2(CCCCC2)N(c2ccc(F)cc2F)C(N)=N1 do in these assays?
LAP4-GFP MLPCN: 96; proCasp3 act: 7; procasp7 counter: 5; Yeast superoxide: 106; AHR act: 0; RPL19A TOR yeast: 104; MEP2-GFP yeast: 106; GASC-1 inh: -2

All compounds of this part, previewed entries included:
Results for c1ccc(CCc2cn(C[C@H]3CC[C@@H]([C@@H]4CC[C@H](Cn5cc(CCc6ccccc6)nn5)O4)O3)nn2)cc1 ?
LAP4-GFP MLPCN: 105; proCasp3 act: 0; procasp7 counter: -4; Yeast superoxide: 97; AHR act: 1; RPL19A TOR yeast: 93; MEP2-GFP yeast: 90; GASC-1 inh: -3

What do the screens show for `O=C(COC(=O)[C@@H]1CC(O)CN1S(=O)(=O)c1ccc([N+](=O)[O-])cc1)NC12CC3CC(CC(C3)C1)C2` (some centres undefined)?
LAP4-GFP MLPCN: 100; proCasp3 act: 2; procasp7 counter: -4; Yeast superoxide: 113; AHR act: 1; RPL19A TOR yeast: 106; MEP2-GFP yeast: 107; GASC-1 inh: 4

What do the screens show for `COc1ccccc1N1CCN(C(=O)CCC(=O)Nc2nnc(CC(C)C)s2)CC1`?
LAP4-GFP MLPCN: 94; proCasp3 act: -8; procasp7 counter: -16; Yeast superoxide: 82; AHR act: -2; RPL19A TOR yeast: 103; MEP2-GFP yeast: 103; GASC-1 inh: -2

What do the screens show for `COc1cc(OC)cc(C(=O)Nc2nc(CC(=O)NC(C)c3ccccc3)cs2)c1` (centres undefined)?
LAP4-GFP MLPCN: 111; proCasp3 act: 16; procasp7 counter: 5; Yeast superoxide: 88; AHR act: 12; RPL19A TOR yeast: 96; MEP2-GFP yeast: 102; GASC-1 inh: -4

How did NC1=NC2(CCCCC2)N(c2ccc(F)cc2F)C(N)=N1 do in these assays?
LAP4-GFP MLPCN: 96; proCasp3 act: 7; procasp7 counter: 5; Yeast superoxide: 106; AHR act: 0; RPL19A TOR yeast: 104; MEP2-GFP yeast: 106; GASC-1 inh: -2

What do the screens show for `O=S(=O)(c1cccc2cnccc12)N1CCNCC1`?
LAP4-GFP MLPCN: 104; proCasp3 act: -7; procasp7 counter: 16; Yeast superoxide: 106; AHR act: -2; RPL19A TOR yeast: 100; MEP2-GFP yeast: 100

Results for COc1ccccc1-n1c(C)cc(/C=C2\C(=N)N3N=C(CC(=O)N4CCOCC4)SC3=NC2=O)c1C ?
LAP4-GFP MLPCN: 100; proCasp3 act: 4; procasp7 counter: 4; Yeast superoxide: 103; AHR act: 0; RPL19A TOR yeast: 94; MEP2-GFP yeast: 103; GASC-1 inh: 2

How did Cc1ccccc1CSCCNC(=O)CCSc1ccccc1 do in these assays?
LAP4-GFP MLPCN: 101; proCasp3 act: -7; procasp7 counter: -4; Yeast superoxide: 106; AHR act: -2; RPL19A TOR yeast: 103; MEP2-GFP yeast: 106; GASC-1 inh: -3

How did CCn1cc(C(=O)NCc2ccc(C)o2)c2cc(OC)c(OC)cc2c1=O do in these assays?
LAP4-GFP MLPCN: 104; proCasp3 act: 11; procasp7 counter: 8; Yeast superoxide: 100; AHR act: 6; RPL19A TOR yeast: 103; MEP2-GFP yeast: 98; GASC-1 inh: -32

What do the screens show for `COc1cccc(NC(=O)COC(=O)/C=C/c2ccco2)c1`?
LAP4-GFP MLPCN: 111; proCasp3 act: -7; procasp7 counter: 3; Yeast superoxide: 102; AHR act: 0; RPL19A TOR yeast: 101; MEP2-GFP yeast: 105

How did COc1c(OC(C)=O)ccc(/C=N\NC(=O)c2ccc(Br)cc2)c1[N+](=O)[O-] do in these assays?
LAP4-GFP MLPCN: 92; proCasp3 act: 7; procasp7 counter: 1; Yeast superoxide: 112; AHR act: 2; RPL19A TOR yeast: 96; MEP2-GFP yeast: 94; GASC-1 inh: 12

What do the screens show for `Cc1ccc(-n2cnc3c(sc4nc(N5CCOCC5)c5c(c43)CCCC5)c2=O)cc1`?
LAP4-GFP MLPCN: 102; proCasp3 act: -3; procasp7 counter: -4; Yeast superoxide: 103; AHR act: -1; RPL19A TOR yeast: 94; MEP2-GFP yeast: 95; GASC-1 inh: 5

What do the screens show for `Cc1ccccc1-c1nc(C#N)c(NCc2ccco2)o1`?
LAP4-GFP MLPCN: 88; proCasp3 act: 1; procasp7 counter: 6; Yeast superoxide: 120; AHR act: 15; RPL19A TOR yeast: 109; MEP2-GFP yeast: 99; GASC-1 inh: 6

How did Cc1cccc(NC(=O)CSc2nnc(C)n2Cc2ccccc2)c1 do in these assays?
LAP4-GFP MLPCN: 107; proCasp3 act: 6; procasp7 counter: -5; Yeast superoxide: 102; AHR act: 8; RPL19A TOR yeast: 105; MEP2-GFP yeast: 103; GASC-1 inh: -4

What do the screens show for `O=C(N/N=C/c1cccc(OC(=O)c2ccccc2Cl)c1)c1cccnc1`?
LAP4-GFP MLPCN: 96; proCasp3 act: 9; procasp7 counter: -10; Yeast superoxide: 91; AHR act: 10; RPL19A TOR yeast: 105; MEP2-GFP yeast: 105; GASC-1 inh: 9

What do the screens show for `O=C(Nc1ccc(-n2cccn2)cc1)C1CCN(Cc2ccsc2)CC1`?
LAP4-GFP MLPCN: 81; proCasp3 act: -3; procasp7 counter: 11; Yeast superoxide: 102; AHR act: -1; RPL19A TOR yeast: 102; MEP2-GFP yeast: 91; GASC-1 inh: 2

How did COc1ccc(C(=O)N2CC3(C)CC2CC(C)(C)C3)cc1OC (centres undefined) do in these assays?
LAP4-GFP MLPCN: 102; proCasp3 act: -6; procasp7 counter: 7; Yeast superoxide: 90; AHR act: 4; RPL19A TOR yeast: 104; MEP2-GFP yeast: 100; GASC-1 inh: -10

What do the screens show for `CCOC(=O)N1CCN(C(=O)c2ccc(S(=O)(=O)Nc3ccc(C)cc3)cc2)CC1`?
LAP4-GFP MLPCN: 88; proCasp3 act: 6; procasp7 counter: 0; Yeast superoxide: 90; AHR act: 0; RPL19A TOR yeast: 100; MEP2-GFP yeast: 109; GASC-1 inh: 4

Results for O=C(NC(=S)Nc1ccccc1Br)C1CCCC1 ?
LAP4-GFP MLPCN: 93; proCasp3 act: -11; procasp7 counter: -12; Yeast superoxide: 111; AHR act: 9; RPL19A TOR yeast: 98; MEP2-GFP yeast: 86; GASC-1 inh: 0

Results for COCCN(C(=O)c1cccc(OC)c1)c1nnc(-c2ccncc2)s1 ?
LAP4-GFP MLPCN: 120; proCasp3 act: 0; procasp7 counter: 18; Yeast superoxide: 86; AHR act: 6; RPL19A TOR yeast: 104; MEP2-GFP yeast: 124; GASC-1 inh: 25

What do the screens show for `COc1cc(OC)cc(-c2cc3ncccc3cn2)c1`?
LAP4-GFP MLPCN: 108; proCasp3 act: -2; procasp7 counter: -2; Yeast superoxide: 105; AHR act: 22; RPL19A TOR yeast: 91; MEP2-GFP yeast: 82; GASC-1 inh: 18

What do the screens show for `O=C(O)c1cccc2c1C(=O)c1ccccc1-2`?
LAP4-GFP MLPCN: 111; proCasp3 act: -8; procasp7 counter: 8; Yeast superoxide: 99; AHR act: 1; RPL19A TOR yeast: 93; MEP2-GFP yeast: 90; GASC-1 inh: 4

How did CCOc1ccc(C(=O)Nc2cc(-c3nc4ccccc4[nH]3)ccc2C)cc1[N+](=O)[O-] do in these assays?
LAP4-GFP MLPCN: 103; proCasp3 act: 0; procasp7 counter: 10; Yeast superoxide: 85; AHR act: 8; RPL19A TOR yeast: 97; MEP2-GFP yeast: 99; GASC-1 inh: -6

Results for Cc1c(Cl)c([N+](=O)[O-])nn1CCCC(=O)NCCc1ccccc1 ?
LAP4-GFP MLPCN: 104; proCasp3 act: 1; procasp7 counter: -8; Yeast superoxide: 100; AHR act: 3; RPL19A TOR yeast: 96; MEP2-GFP yeast: 98; GASC-1 inh: 9

Results for O=C(CCN1C(=O)c2ccccc2C1=O)NC(=S)Nc1cccc(Cl)c1 ?
LAP4-GFP MLPCN: 95; proCasp3 act: 1; procasp7 counter: 4; Yeast superoxide: 94; AHR act: 8; RPL19A TOR yeast: 90; MEP2-GFP yeast: 96; GASC-1 inh: -19

What do the screens show for `O=c1[nH]c(-c2ccccc2)cnc1-c1ccccc1`?
LAP4-GFP MLPCN: 103; proCasp3 act: 6; procasp7 counter: 12; Yeast superoxide: 105; AHR act: 2; RPL19A TOR yeast: 102; MEP2-GFP yeast: 107; GASC-1 inh: 101

What do the screens show for `COc1cccc(NC(=O)c2nnn(Cc3ccc(Br)cc3F)c2N)c1`?
LAP4-GFP MLPCN: 100; proCasp3 act: 3; procasp7 counter: 13; Yeast superoxide: 110; AHR act: 54*; RPL19A TOR yeast: 96; MEP2-GFP yeast: 101; GASC-1 inh: 2

What do the screens show for `O=C(COc1ccc(-n2cnnn2)cc1)Nc1ccc(Br)cc1F`?
LAP4-GFP MLPCN: 100; proCasp3 act: 9; procasp7 counter: 3; Yeast superoxide: 106; AHR act: -3; RPL19A TOR yeast: 92; MEP2-GFP yeast: 93; GASC-1 inh: -8

How did O=C(NCc1cccc(Br)c1)C1CC2Cn3c(nc4ccccc43)C2N1Cc1ccccc1 (centres undefined) do in these assays?
LAP4-GFP MLPCN: 95; proCasp3 act: -3; procasp7 counter: -9; Yeast superoxide: 105; AHR act: 3; RPL19A TOR yeast: 94; MEP2-GFP yeast: 98; GASC-1 inh: 0

Results for CCc1ccc(S(=O)(=O)Nc2ccc(N3CCN(C)CC3)cc2)cc1 ?
proCasp3 act: -2; procasp7 counter: 2; Yeast superoxide: 121; AHR act: 1; RPL19A TOR yeast: 101; MEP2-GFP yeast: 102; GASC-1 inh: 19
